Screens: PubChem BioAssay, National Center for Advancing Translational Sciences (NCATS)
HP1b binding inh – inhibitors of HP1-beta chromodomain binding to methylated histone tails; P83916; AlphaScreen HP1-beta / biotin-H3K9me3 peptide binding; Potency, µM (doses to about 114 µM), inactives show at the top dose activity change, negative = inhibition, actives largely listed as inhibitors; actives 0.56% (n = 390,000); AID 540317; further: potency means the concentration at half of the fitted maximal effect; nearly all actives have a fitted effect of over 70% in size; inactives centre near 23
Target sequence (P83916 whole entry, looked up): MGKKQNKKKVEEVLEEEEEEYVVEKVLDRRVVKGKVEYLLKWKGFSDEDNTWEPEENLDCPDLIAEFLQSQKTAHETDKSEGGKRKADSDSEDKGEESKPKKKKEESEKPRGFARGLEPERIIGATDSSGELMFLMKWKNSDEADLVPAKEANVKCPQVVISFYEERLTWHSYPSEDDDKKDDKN
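AlphaScreen: HP1-beta (50 nM) preformed 30 min with biotin-H3(1-18)K9me3 peptide (50 nM) in PBS pH 7.4, 0.01% Tween-20. Compound added for 30 min at RT, then streptavidin donor/nickel chelate acceptor beads (10 ug/mL) for 30 min.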
G9a inh – inhibitors of human histone lysine methyltransferase G9a; G9a H3K9 monomethylation, AlphaScreen, 2 h; Potency, µM (titrated, usually from 102 µM), for the others: top-dose activity, negative = inhibition, most hits filed as inhibitors; actives 8.8% (n = 350,000); Q96KQ7; AID 504332; further: potency means the concentration at half of the fitted maximal effect; on the % scale 0 is the no-effect control and ±100 the full control effect; nearly all actives have a fitted effect of over 75% in size
Target sequence (Q96KQ7 913-1193 limits assumed): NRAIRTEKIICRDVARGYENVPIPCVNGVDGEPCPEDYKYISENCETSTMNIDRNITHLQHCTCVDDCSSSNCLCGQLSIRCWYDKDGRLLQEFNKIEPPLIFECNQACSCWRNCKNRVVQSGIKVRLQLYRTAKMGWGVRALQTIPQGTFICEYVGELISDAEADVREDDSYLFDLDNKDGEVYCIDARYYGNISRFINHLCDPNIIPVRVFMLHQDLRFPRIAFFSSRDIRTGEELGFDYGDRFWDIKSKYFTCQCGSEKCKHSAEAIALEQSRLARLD
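Methyltransferase reactions run at room temperature for 2 h (20 nM enzyme, 500 nM biotin-H3K9 peptide, 20 uM SAM) after a 15 min compound preincubation; product detected by AlphaScreen beads and anti-H3K9me1 antibody.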
Pol eta inh – DNA polymerase eta (human) inhibition. recombinant Pol eta, fluorescent DNA replication assay. Potency, µM (titrated, usually from 114 µM), inactives show at the highest dose activity change, negative = inhibition, actives largely listed as inhibitors. Q9Y253. actives 1.2% (n = 390,000); further: potency means the concentration at half of the fitted maximal effect; on the % scale 0 is the no-effect control and ±100 the full control effect
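Pol eta at 10 nM preincubated with compounds 15 min at room temperature; reaction started with fluorescent substrate (50 nM final) and read kinetically at 0 and 10 min.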
Pin1 inh – human Pin1 inhibition | Q13526 | Pin1 FP peptide displacement, HiFluor488, 10 min | Potency, µM (doses to about 115 µM), for the others: at the highest dose activity, negative = inhibition, most hits filed as inhibitors | actives 0.009% (n = 390,000) | AID 504891; active means well fitted inhibition curve with a large enough effect in the polarisation, with a control signal flat, not every such curve was filed as active; inconclusive means small, poorly fitted or top-dose-only effect, or effect the other way, or a change in a side signal; inactive means no such curve, though single readings can be large or run the other way; the % refers to the polarisation; further: potency means the concentration at half of the fitted maximal effect; on the % scale 0 is the no-effect control and ±100 the full control effect
BAZ2B inh – BAZ2B (human) inhibition; AlphaScreen BAZ2B-H3K14Ac peptide displacement; actives 4.4% (n = 360,000); Potency, µM (titrated, usually from 114 µM), inactives show at the highest dose activity change, negative = inhibition, hits mostly inhibitors; Q9UIF8; AID 504333; further: potency means the concentration at half of the fitted maximal effect; on the % scale 0 is the no-effect control and ±100 the full control effect; nearly all actives have a fitted effect of over 60% in size
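Inhibition is scored as reduced AlphaScreen emission. The BAZ2B/b-H3(5-23)K14Ac complex (50 nM each) in PBS pH 7.4, 0.01% Tween-20 meets compound (up to 110 uM) for 30 min at RT before bead addition.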
JMJD2A Tudor – JMJD2A Tudor domain (human) inhibition; actives 4.4% (n = 390,000); O75164; Potency, µM (series often up to 114 µM), inactives show at the top dose activity change, negative = inhibition, hits mostly inhibitors; AID 504339; AlphaScreen JMJD2A-Tudor / H3K4me3 peptide binding; further: potency means the concentration at half of the fitted maximal effect; on the % scale 0 is the no-effect control and ±100 the full control effect; nearly all actives have a fitted effect of over 50% in size
GLS inh – glutaminase GLS (human) inhibition; Potency, µM (titrated, usually from 45.5 µM), for inactives: at the top dose activity change, negative = inhibition, hits mostly inhibitors; O94925; actives 0.21% (n = 410,000); GLS enzymatic activity, qHTS titration; AID 624170; further: potency means the concentration at half of the fitted maximal effect; on the % scale 0 is the no-effect control and ±100 the full control effect
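Compounds were pin-transferred onto hKGA, after which L-glutamine (1 mM solution) and a detection mix of glutamate oxidase, HRP and Amplex Red were added. Initial and 30 min RT fluorescence reads were collected.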
PI4K2A inh – blocks human PI4K2A kinase activity; activity change, negative = inhibition, % at 76.9 µM; purified PI4K2A, ADP-Glo luminescence, 1 h; hits give low values; actives 0.13% (n = 420,000); Q9BTU6; in the data active means activity change below about -50%; inconclusive means mostly about -30% to -49%;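 further: -100% = wells without enzyme as full effect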
Target sequence (Q9BTU6 whole entry, looked up): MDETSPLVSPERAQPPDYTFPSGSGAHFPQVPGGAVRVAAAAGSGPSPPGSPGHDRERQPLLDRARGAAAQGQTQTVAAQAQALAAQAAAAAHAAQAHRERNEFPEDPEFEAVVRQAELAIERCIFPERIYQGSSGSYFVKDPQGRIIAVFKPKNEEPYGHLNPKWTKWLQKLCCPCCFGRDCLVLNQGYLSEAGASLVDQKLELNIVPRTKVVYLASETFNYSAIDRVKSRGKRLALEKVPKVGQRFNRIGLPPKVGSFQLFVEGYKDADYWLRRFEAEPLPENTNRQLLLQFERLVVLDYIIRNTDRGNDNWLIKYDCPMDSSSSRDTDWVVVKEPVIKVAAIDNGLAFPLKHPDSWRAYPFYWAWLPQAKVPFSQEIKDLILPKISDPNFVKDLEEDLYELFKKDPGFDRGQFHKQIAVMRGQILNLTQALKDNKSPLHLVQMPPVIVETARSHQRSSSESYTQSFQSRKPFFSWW
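ADP-Glo luminescence measured ADP generated by PI4K2A enzyme (4 ug/mL before mixing) with 1.2 mM PI substrate (pre-mix) and 300 microM ATP (pre-mix). Tris pH7.5 buffer with MgCl2, Triton X-100; 1 h reaction at ambient temperature.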
Tb PGK inh – inhibitors of T. brucei phosphoglycerate kinase | P07378 | PGK/GAPDH coupled, Kinase-Glo luminescence, 60 min | Potency, µM (doses to about 57.5 µM), for the others: at the top dose activity change, negative = inhibition, usual class: inhibitors | actives 0.043% (n = 380,000); further: potency means the concentration at half of the fitted maximal effect; on the % scale 0 is the no-effect control and ±100 the full control effect; nearly all actives have a fitted effect of over 60% in size
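Luminescent ATP detection (Kinase-Glo Plus) follows a 60-minute room-temperature incubation, with wells lacking PGK as controls. Buffer: 100 mM TEA (pH 7.6), 5 mM MgCl2, 0.01% Tween-20. Coupling enzyme GAPDH (100 nM final) supplies unstable 1,3-BPG in-well.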
Starred values were filed as active, the others as inactive; i = inactive; ? = inconclusive; · = not tested or not shown; & = joins results of further samples; [ ] = dose if it differs, or a comment. Unless noted, the call rests on the fitted dose curve; in most records, active means well fitted curve in the direction sought with a large enough effect; inconclusive means small, poorly fitted or top-dose-only effect, or another doubt; inactive means no such curve, though single readings can be large; an effect the other way counts as inactive or inconclusive.

Molecule	HP1b binding inh	G9a inh	Pol eta inh	Pin1 inh	BAZ2B inh	JMJD2A Tudor	GLS inh	PI4K2A inh	Tb PGK inh
Cn1c(C(=O)NC2CC2)cc(=O)n(C)c1=O	23%	-1%	-15%	6%	-32%	-7%	-9%	1	-3%
Fc1ccc(/C=N/Nc2ncnc3nc[nH]c23)cc1F	38%	6%	-20%	?	?	-17%	12%	2	-12%
CCN(CC(=O)Nc1ccc(NC(C)=O)cc1)C(=O)c1ccc2ccccc2c1	9%	-44%[59 µM]	3%	-15%	5%	-12%	5%	-7	-7%
COC(=O)c1sc(NC(=O)COc2ccccc2C)nc1C	42%[activator]	25%	-15%	15%	-3%	-1%	8%	10	-3%
Oc1cccnc1Sc1cccc(C(F)(F)F)c1	22%	·	-19%	-5%	·	-15%	1%	1	-2%
O=C(NCc1cccs1)C1CCCN(S(=O)(=O)c2cccc3cccnc23)C1 (stereo not drawn)	-1%	-18%	-22%	-2%	7%	?	3%	-3	3%
O=C(Cc1ccccc1[N+](=O)[O-])NCCSCc1c(F)cccc1Cl	46%	-2%[12.7 µM]	-9%	-5%	-6%	3%	-10%	-2	8%
CC(C)(C)CC(C)(C)NC1=CC(=O)OC12CCCCC2	24%	12%	-15%	-5%	-9%	-14%	1%	-7	·
O=[N+]([O-])c1cc(C(F)(F)F)ccc1NCCCCNS(=O)(=O)c1ccc(Cl)cc1	?	?	-27%	4%	?	?	-12%	-2	-3%
Cc1ccc(CSCc2nnc(SCC(=O)N3CCN(c4ccccc4)CC3)n2C)cc1	-4%	3%[12.7 µM]	-6%	4%	?	-30%	20%	-3	0%
COc1ccc(C2CC(=O)c3cnc(NC(=O)c4cccc(OC)c4)nc3C2)cc1 (stereo not drawn)	29%	-34%	-18%	17%	-32%	-12%	-8%	0	2%
O=C(OCC#CCSc1nnc(-c2cccc3ccccc23)o1)c1ccc2ccccc2c1	54%[activator]	19%[12.7 µM]	-12%	5%	8%	1%	1%	-1	-8%

Full records, quoted from the list. Values in the order: HP1b binding inh, G9a inh, Pol eta inh, Pin1 inh, BAZ2B inh, JMJD2A Tudor, GLS inh, PI4K2A inh, Tb PGK inh
Profile of `CCN(CC(=O)Nc1ccc(NC(C)=O)cc1)C(=O)c1ccc2ccccc2c1` : 9%, -44%[59 µM], 3%, -15%, 5%, -12%, 5%, -7, -7%
Profile of `Oc1cccnc1Sc1cccc(C(F)(F)F)c1` : 22%, ·, -19%, -5%, ·, -15%, 1%, 1, -2%

Later entries:
Molecule	HP1b binding inh	G9a inh	Pol eta inh	Pin1 inh	BAZ2B inh	JMJD2A Tudor	GLS inh	PI4K2A inh	Tb PGK inh
Cc1ccc(C)c(-c2nn(-c3cc(N4CCN(CCO)CC4)ccc3[N+](=O)[O-])c(=O)c3ccccc23)c1	?	40µM*	-6%	-10%	45µM*	35µM*	10%	8	-5%
Cc1ccccc1CNC(=O)C1CCC(=O)N(CC2CCCCC2)C1 (stereo not drawn)	14%	0%	-23%	-9%	-34%	-10%	-10%	2	-1%
Cc1nn(CCC(=O)NNC(=S)Nc2ccc([N+](=O)[O-])cc2)c(C)c1[N+](=O)[O-]	-2%	8.9µM*	-9%	-3%	-26%	-33%	-5%	-1	-2%
CCOC(=O)N1CCN(C(=O)c2nn(-c3ccc(C)cc3)c(=O)c3c2c2ccccc2n3C)CC1	9%	-4%[12.7 µM]	-5%	0%	11%	-30%	7%	2	i
Cc1ccc(Nc2nc(N/N=C/c3c[nH]c4ccccc34)nc(N3CCOCC3)n2)cc1	-36%	?	-17%	0%	45µM*	45µM*	-3%	-2	-7%
O=C(CCCOc1ccc(Cl)cc1Cl)Nc1nnc(C2CC2)s1	19%	4%	-10%	-3%	-6%	6%	-2%	5	-8%
COC(=O)C(C)Sc1nc2c(cnn2-c2ccc(F)cc2)c(=O)[nH]1 (stereo not drawn)	24%&46%	-34%	-5%&-17%	5%&-7%	-10%&0%	-14%&-9%	9%&24%	-8&4	-10%
CCCCNC(=O)Nc1nnc(SCC(=O)OCC)s1	28%	5%	-11%	-2%	-10%	-10%	-2%	-2	-4%
O=C(Nc1ccc(Cl)c(Cl)c1)c1ccccc1NC(=O)C1CC=CCC1C(=O)O (stereo not drawn)	27%	-7%	-2%	-8%	-8%	-16%	6%	2	-3%
COc1cc(C(=O)N2CCN(C(=O)c3cc(-c4ccccc4)n[nH]3)CC2)cc(OC)c1OC	44%[activator]	-7%[59 µM]	-7%	2%	-29%	-10%	-7%	1	4%
CCOc1ccc(Br)cc1S(=O)(=O)NCc1ccncc1	28%	10%	-14%	1%	-1%	-13%	5%	-1	-11%
COC(=O)c1cc(C(=O)N2CCN(c3cccc(C)c3C)CC2)cc([N+](=O)[O-])c1	?	·	-9%	1%	?	?	5%	1	-3%
Cc1ccc(S(=O)(=O)N(C)CC(=O)N2CCCCCC2)cc1	36%	43%	-24%	-1%	-5%	1%	-8%	0	i
CCCS(=O)(=O)N1CCCC(C(=O)NCc2ccco2)C1 (stereo not drawn)	16%	·	?	-6%	-5%	-21%	-14%	-5	-3%
c1csc(Cc2nn3c(-c4ccncc4)nnc3s2)c1	45%[activator]	13µM*	?	?	?	?	-12%	-29	-3%
O=C(Cn1nnc(-c2ccc(Cl)cc2)n1)NCC1CCCCC1	22%	-31%	0%	0%	-5%	-7%	8%	0	10%
COc1ccc2oc(=O)c(C(=O)N3CCCc4ccccc43)cc2c1	-1%	6%[59 µM]	4%	-5%	0%	-9%	2%	0	-2%[11.5 µM]
Cc1ccc(S(=O)(=O)N2CCOCC2)cc1C(=O)NCC1CCCCC1	24%	24%[59 µM]	-8%	-1%	7%	-3%	1%	0	4%
COc1ccc(CN2C(=O)c3ccccc3C2=O)cc1C(=O)N(C)CC(=O)Nc1ccc(C)cc1	·	·	-10%	·	·	·	-2%	-3	i
Cc1occc1C(=O)Nc1ccc2c(c1)OCCO2	11%	-16%[12.7 µM]	-11%	13%	-3%	-25%	-5%	-23	?
COc1ccc(NC(=O)COC(=O)Cn2cnc3ccccc32)cc1	28%	·	-5%	4%	·	-3%	-3%	-2	-2%
O=C(NCC(c1ccco1)N1CCCCC1)c1ccc(COc2ccc(Cl)cc2)cc1 (stereo not drawn)	93%[activator]	·	-20%	-3%	·	-5%	3%	4	i
Nc1ccc(S(=O)(=O)NC(Cc2ccccc2)C(=O)O)cc1 (stereo not drawn)	36%	·	-11%	-8%	-4%	-5%	-7%	3	-1%
Cc1cccc(NS(=O)(=O)c2ccc(C(=O)NCCCN3CCCC3=O)cc2)c1C	28%	27%[0.501 µM]	-2%	0%	16%	-9%	8%	-7	1%
CCOC(=O)c1c(C)[nH]c(C(=O)COC(=O)Cn2cc(C(F)(F)F)ccc2=O)c1C	24%	6%[12.7 µM]	-8%	0%	10%	1%	1%	-1	-3%
COc1cc(OC)c(OC)cc1/C=N/N(C)c1ccccc1	16µM*	8.9µM*	-16%	-4%	32µM*	45µM*	22%	3	-14%
Cc1cc(C)n(C(=O)CNC(=O)c2cccc(Br)c2)n1	41%[activator]	-7%	-21%	?	-13%	4%	-4%	0	7%
Cc1nc2cc(NC(=O)NCCCO)ccc2o1	36%	14%	-9%	-2%	-2%	-4%	7%	4	7%
CC(C)CNC(=S)N1CCN(c2nc(-c3ccc(Cl)cc3)cs2)CC1	8%	10%	-15%	3%	3%	-16%	23%	1	14%
CSc1ccc(Cl)c(C(=O)OCC(=O)N(C)CCC#N)c1	24%	2%	-16%	3%	-2%	1%	-3%	2	-12%
O=C(CNC(=S)N(CCCN1CCOCC1)Cc1cccs1)NCc1ccccc1	·	-12%	0%	-1%	-11%	-11%	7%	-5	-2%
CCOC(=O)c1c(C)[nH]c(C(=O)COC(=O)c2c(CC)noc2C)c1C	16%	3%	-18%	-1%	2%	1%	5%	1	-2%
O=C(Cn1c(=O)n(Cc2ccco2)c(=O)c2c3c(sc21)CCCCC3)c1ccccc1	2%	-3%[59 µM]	?	33%[activator]	-35%	?	-11%	-25	i
Cc1occc1C(=O)Nc1cccc2ccccc12	5%	11µM*	-15%	3%	-31%	-15%	-5%	-8	-11%
CC1CCCC(NC(=O)c2ccc3c(=O)n(CC4CCCO4)c(=O)[nH]c3c2)C1C (stereo not drawn)	10%	6%[59 µM]	16%	-2%	2%	5%	12%	-5	-7%
COc1ccc(C2CC(=O)Nc3cc4c(cc32)OCO4)c(OC)c1 (stereo not drawn)	32%	-25%[59 µM]	·	-2%	2%	-11%	3%	0	·
CCOc1ccc(CNC(=O)CCSCc2ccccc2F)cc1OC	48%[activator]	11%[59 µM]	11%	3%	-4%	-3%	1%	2	-5%
O=C(Nc1ccc2c(c1)OCCO2)c1cccc(Cl)c1Cl	25%	28%	3%	-3%	-18%	-23%	7%	-6	-7%
Cc1cc(NC(=O)c2cncc(Br)c2)no1	19%	-1%	-3%	-3%	1%	3%	·	5	-5%
Cc1noc(NS(=O)(=O)c2ccc(NC(=O)c3cc(S(=O)(=O)Nc4ccc(F)cc4)ccc3Cl)cc2)c1C	-7%	·	-15%	-23%	·	-24%	19%	-5	-9%
CS(=O)(=O)N(Cc1ccccc1)c1ccc(C(=O)Nc2cccc(Cl)c2)cc1	35%[activator]	-4%[59 µM]	-13%	-1%	-4%	-18%	5%	-1	i
CN1C(=O)c2cccc(NCCCN3C(=O)c4ccccc4C3=O)c2C1=O	21%	18%[2.33 µM]	-21%	?	-5%	-3%	6%	-4	-4%
CCOc1cnc(-c2ccc(OC)cc2)o1	17%	14%[59 µM]	-5%	-8%	-7%	-1%	0%	9	0%

Some of the compounds tested; the hit share may differ from the screen's.
